Assay outcomes as filed in PubChem.
L3MBTL1 inh – qHTS Assay for the Inhibitors of L3MBTL1; Potency, µM (titrated, usually from 57.1 µM), for inactives: at the highest dose activity, negative = inhibition, hits mostly inhibitors; 230,000 compounds, 0.66% hits; Lethal(3)malignant brain tumor-like protein 1 (Homo sapiens), Q9Y468; AlphaScreen L3MBTL1–H3K9me1 peptide binding; AID 485360, 2010; further: on the % scale 0 is the no-effect control and ±100 the full control effect; nearly all actives have a fitted effect of over 60% in size
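Read-out is AlphaScreen signal from streptavidin donor and nickel chelate acceptor beads (10 ug/mL final each) bridging L3MBTL1 (50 nM) and biotinylated K9-monomethylated H3(1-15) peptide (75 nM), after 30 min compound exposure at room temperature.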
Tau ThT inhib – qHTS for Inhibitors of Tau Fibril Formation, Thioflavin T Binding. 270,000 compounds, 2.1% hits. recombinant tau K18 P301L, heparin-induced fibrillization, ThT fluorescence. Microtubule-associated protein tau (Homo sapiens), P10636. Potency, µM (highest dose often 57.4 µM), for inactives: at the top dose activity, negative = inhibition, most hits filed as inhibitors. AID 1460, 2008; further: on the % scale 0 is the no-effect control and ±100 the full control effect; nearly all actives have a fitted effect of over 55% in size
Target sequence (P10636 561-689 P618L limits assumed): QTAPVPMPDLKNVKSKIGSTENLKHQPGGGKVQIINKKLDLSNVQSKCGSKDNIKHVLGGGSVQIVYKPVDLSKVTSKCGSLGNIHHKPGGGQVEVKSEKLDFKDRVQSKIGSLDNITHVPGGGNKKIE
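Heparin-induced (20 uM) aggregation of recombinant human K18 P301L tau, 15 uM unlabeled with 0.24 uM labeled, pH 7 acetate buffer, 6 hr at 37 C with compound. Fibrils quantified by 30 uM ThT fluorescence after 1 hr ambient incubation.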
Tau FP inhib – qHTS for Inhibitors of Tau Fibril Formation, Fluorescence Polarization. 280,000 compounds, 0.39% hits. Potency, µM (doses to about 57.7 µM), for inactives: at the highest dose activity, negative = inhibition, usual class: inhibitors. K18 P301L tau heparin fibrillization, Alexa594 FP, 6 h; further: on the % scale 0 is the no-effect control and ±100 the full control effect; nearly all actives have a fitted effect of over 55% in size
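Quantitative HTS format: compounds meet 15 uM recombinant K18 P301L tau and Alexa 594-tau tracer in 100 mM sodium acetate pH 7; 20 uM heparin triggers fibrillization at 37 C over 6 hr; FP gives the signal.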
TRb SRC2 PPI – qHTS for Inhibitors of the Interaction of Thyroid Hormone Receptor and Steroid Receptor Coregulator 2; Thyroid hormone receptor beta (Homo sapiens), P10828; TRbeta-SRC2 peptide binding, fluorescence polarization; receptor liganded with 1 µM T3; Potency, µM (top dose mostly 106 µM), inactives show at the highest dose activity change, negative = inhibition, most hits filed as inhibitors; 280,000 compounds, 0.065% hits;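 further: plate controls were bound peptide for no effect and peptide without receptor for full effect; nearly all actives have a fitted effect of over 50% in size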
Target sequence (P10828 whole entry, looked up): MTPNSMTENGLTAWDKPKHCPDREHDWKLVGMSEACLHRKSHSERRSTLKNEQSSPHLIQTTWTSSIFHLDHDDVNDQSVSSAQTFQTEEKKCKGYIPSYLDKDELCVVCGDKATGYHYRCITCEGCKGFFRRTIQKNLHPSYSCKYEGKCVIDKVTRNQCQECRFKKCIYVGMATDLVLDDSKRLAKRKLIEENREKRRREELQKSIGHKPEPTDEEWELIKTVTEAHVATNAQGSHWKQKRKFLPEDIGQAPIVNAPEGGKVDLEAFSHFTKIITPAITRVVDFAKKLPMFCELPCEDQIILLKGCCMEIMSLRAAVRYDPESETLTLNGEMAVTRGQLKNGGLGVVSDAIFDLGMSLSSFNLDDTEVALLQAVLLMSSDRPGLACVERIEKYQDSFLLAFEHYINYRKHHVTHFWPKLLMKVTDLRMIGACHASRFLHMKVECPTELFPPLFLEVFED
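Polarization signal, normalized between peptide-alone and full complex controls, measured compound effects on T3-liganded human TRb LBD (0.6 uM) binding 20 nM Texas Red SRC2 peptide after 5 hr.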
HTT cytoprotect – qHTS Multiplex Assay to Identify Dual Action Probes in a Cell Model of Huntington: Cytoprotection (ATP). PC12 HTT-Q103 induced, cytoprotection, ATP luminescence, 40 h. Potency, µM (titrated, usually from 56.4 µM), without a hit: cytoprotection (ATP increase), hits mostly activators. 230,000 compounds, 0.14% hits. AID 1471, 2008;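 further: % of control where 0% means no effect; nearly all actives have a fitted effect of over 45% in size; toxic huntingtin expression switched on by the ecdysone agonist tebufenozide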
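PC12 cells with ecdysone-inducible HTT exon 1 Q103-GFP, induced with 100 nM tebufenozide and co-treated with library compounds in a dose series (1536-well, 1500 cells/well). Cytoprotection read as ATP content by ATPlite luminescence.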
RECQ1 inh – qHTS Assay for Inhibitors of RecQ-Like Dna Helicase 1 (RECQ1). ATP-dependent DNA helicase Q1 (Homo sapiens), P46063. RECQ1 DNA unwinding, red fluorescence kinetic read. Potency, µM (top dose mostly 57.3 µM), for inactives: at the highest dose activity, negative = inhibition, most hits filed as inhibitors. 240,000 compounds, 0.54% hits. AID 2549, 2010;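 further: plate controls were vehicle for no effect and no enzyme for full effect; nearly all actives have a fitted effect of over 30% in size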
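50 nM RECQ1T1 preincubated 15 min with compound in Tris pH 8.0 buffer with MgCl2, DTT, Tween-20 and 2.5 ug/ml poly(dI-dC); started with 200 nM TAMRA/BHQ-2 forked duplex and 2 mM ATP. Unwinding read as fluorescence (525/598 nm), two reads 2 h apart.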
Tau fluor counter – Counterscreen qHTS for Inhibitors of Tau Fibril Formation, Fluorescence Polarization. AID 1463, 2008. 280,000 compounds, 0.93% hits. Potency, µM (doses to about 57.7 µM), for the others: at the top dose activity change, negative = decrease. tau K18 P301L Alexa594 fluorescence, heparin fibrillization; further: on the % scale 0 is the no-effect control and ±100 the full control effect; nearly all actives have a fitted effect of over 55% in size
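Human tau K18 P301L (15 uM unlabeled, 0.24 uM Alexa 594-labeled) in 100 mM sodium acetate pH 7 with 20 uM heparin, 6 hr at 37 C. ThT 30 uM added, 1 hr ambient; Alexa 594 FP and total fluorescence read at 555/632 nm.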
TexasRed fluor – Total Fluorescence Counterscreen for Inhibitors of the Interaction of Thyroid Hormone Receptor and Steroid Receptor Coregulator 2; TRb/SRC2 Texas Red total fluorescence interference; 280,000 compounds, 0.29% hits; Potency, µM (doses to about 106 µM), for the others: at the top dose fluorescence change, negative = quenching; AID 1479, 2009; active means well fitted curve in either direction with a large enough effect; inconclusive means small, poorly fitted or top-dose-only effect; further: on the % scale 0 is the no-effect control and ±100 the full control effect
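Human TRb ligand-binding domain at 0.6 uM with 20 nM Texas Red SRC2 peptide in Tris buffer containing 1 uM T3 and 5% DMSO, incubated with compound 5 h at ambient temperature. Total fluorescence (555/632 nm) calculated as parallel + 2 × perpendicular.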
* = called active by the depositor; i = inactive; ? = inconclusive; nt = no result given; & = joins results of further samples; [ ] = another dose, or the depositor's remark. Unless noted, the call rests on the fitted dose curve; in most records, active means well fitted curve in the direction sought with a large enough effect; inconclusive means small, poorly fitted or top-dose-only effect, or another doubt; inactive means no such curve, though single readings can be large; an effect the other way counts as inactive or inconclusive. Potency means the concentration at half of the fitted maximal effect. Only part of the results is shown (hit frequency here may not be typical).

Order of values – L3MBTL1 inh, Tau ThT inhib, Tau FP inhib, TRb SRC2 PPI, HTT cytoprotect, RECQ1 inh, Tau fluor counter, TexasRed fluor
[1] CCCCN1C(=O)/C(=C(/C#N)C(N)=O)c2ccccc21
    10%, 20µM*, ?, -7%, 8%[10 µM], -10%, -14%, -1%
[2] O=C(O)c1ccc(N(c2ccccc2)c2ccccc2)cc1
    6%, -11%, 3%, -8%, 11%[1.9 µM], 3%, -4%, -1%
[3] COC(=O)c1ccccc1NC(=O)C(Cc1ccccc1)N1Cc2ccccc2C1=O (centres undefined)
    nt, -9%, 4%, -6%, nt, nt, -11%, 3%
[4] COc1ccccc1-n1cc(C(=O)c2cc(Cl)ccc2O)cc(C#N)c1=O
    nt, -12%, 2%, -1%, -7%, -14%, -21%, 0%
[5] O=C(O)CSc1ccccc1C(=O)O
    nt, -5%, -4%, -12%, 1%[10 µM], -2%, -10%, 1%
[6] CN1CCN(C(=O)NC2CCCCC2)CC1
    -27%, 1%, 1%, -2%, -1%[10 µM], i, 4%, -7%
[7] CN1C(=O)/C(=C\C=C2/CCCN2C)N(C)C1=S
    nt, ?, ?, -6%, 11%, -2%, -14%, 1%
[8] CC(c1cccnc1)N(C(=O)Nc1ccccc1)C1CCCCC1 (centres undefined)
    4%, -1%, -3%, 0%, -9%, -15%, 0%, 0%
[9] CN(C)c1ccc(CNC(=O)c2ccc(CNc3c(N4CCCCC4)c(=O)c3=O)cc2)cc1
    nt, -19%, 14%, -1%, -29%, -10%, -18%, -7%
[10] O=S(=O)(c1ccc(-c2ccccn2)s1)N1CCC2(CC1)OCCO2
    -2%, -3%, 1%, 3%, 30%[10 µM], -6%, -12%, 0%
[11] COc1ccc(NC(=O)c2sc3cc(C(F)(F)F)cnc3c2-c2cccs2)cc1
    nt, -17%, -5%, 0%, -3%[10 µM], -4%, -17%, 3%
[12] O=C(NCc1ccc(F)cc1)c1ccc2c(c1)N(Cc1ccc(F)cc1Cl)C(=O)CS2
    nt, -8%, -16%, 11%, nt, nt, -13%, -1%
[13] COc1ccc(OC)c(NC(=O)c2cn(CC(C)C)c(=O)c3cc(OC)c(OC)cc23)c1
    nt, -17%, 2%, -7%, nt, nt, -19%, 0%
[14] O=C1CN(CC(=O)Nc2ccc(SC(F)F)cc2)CCN1
    8%, -4%, -5%, 3%, nt, 9%, -11%, 1%
[15] O=C(O)c1ccc2c(c1)SC1=NS(=O)(=O)CCN12
    8%, -9%, -2%, -4%, 24%[10 µM], 17%, -11%, -2%
[16] COc1ccc(C2(C(=O)Nc3ccc(C)c(C)c3)CCOCC2)cc1
    2%, 5%, -6%, 1%, -7%, i, -10%, 5%
[17] S=C(c1ccc(N2CCCC2)cc1)N1CCCCC1
    ?, ?, 4%, -4%, -23%, -3%, -19%, -2%
[18] C=CCOc1ccc(CNC(C)(C)CO)cc1OC
    2%, -1%, 4%, -2%, 2%, -2%, 6%, -7%
[19] c1ccc(CCN=C2CCCc3c2[nH]c2ccccc32)cc1
    8%, -16%, 6%, 11%, -11%[10 µM], -4%, -17%, -3%
[20] O=C1Nc2cc(Cl)c(Cl)cc2N(O)N1c1ccc(Cl)cc1
    4%, -3%, 3%, 4%, -2%, i, -6%, 1%
[21] COc1ccc(C(CCN2CCCC(C)C2)c2c(OC)cc(OC)c3c(C)cc(=O)oc23)cc1 (centres undefined)
    nt, -17%, 1%, -2%&-5%, -2%[10 µM], -6%, -19%, -3%&-3%
[22] N#CC(C#N)=C1C=CC=CN1/C(=C\c1ccco1)C(=O)c1ccc(Br)cc1
    -19%, 11µM*, ?, -3%, 32%[10 µM], 0%, -28%, 3%
[23] Cc1ccnc(NC(=O)c2ccc(Cl)cc2Cl)n1
    35%[activator], 1%, -5%, -5%, -6%[10 µM], 7%, -5%, -2%
[24] CCOC(=O)c1ccc(NC(=O)c2cccc3c(=O)c4c([nH]c23)CCCC4)cc1
    nt, 2%, -8%, 1%, nt, nt, -5%, -2%
[25] Cc1ccccc1CSc1nc2c(c(=O)[nH]1)CCCC2
    nt, -7%, 0%, -3%, 1%, -17%, -7%, -4%
[26] c1ccc(CSc2nnc(-c3cccs3)o2)cc1
    20%, -7%, -2%, -9%, -21%[10 µM], -4%, -1%, -6%
[27] CC(C)n1c(NCc2cccs2)nc2ccccc21
    -10%[11.4 µM], -13%, 0%, -3%, 7%, i, -5%, 2%
[28] O=C(NC(NC1CCS(=O)(=O)C1)C(=O)c1ccccc1)c1ccc(Cl)cc1 (centres undefined)
    35%[activator], -2%, 2%, -24%, -9%, -3%, -1%, -1%
[29] Cc1c(/C=C(\CC(=O)O)c2nc3ccccc3s2)cc(C#N)n1C
    -3%, ?, 2%, -8%, -1%[10 µM], 5%, -11%, 3%
[30] CC1CCC(C(=O)NC(C(=O)N2CCC(N3CCCCC3)CC2)C(C)C)CC1 (centres undefined)
    -1%, -1%, 2%, 5%, 14%, 10%, 2%, 0%
[31] CCOC(=O)c1ccc(N2C(=O)CC(NC3CCN(C(=O)c4ccc(F)cc4)CC3)C2=O)cc1 (centres undefined)
    4%, -8%, 3%, -24%, -1%[0.074 µM], -2%, -3%, 2%
[32] Cc1ccc(C)c(NC(=O)CSc2nnc(-c3ccccc3)n2N)c1
    3%, -4%, 0%, -19%, 2%[0.074 µM], -7%, -1%, -2%
[33] CCOc1ccc(-n2c(=O)c3c(C)c(C)sc3n(CC(=O)N3CCC(C)CC3)c2=O)cc1
    nt, -15%, -5%, 5%, nt, nt, -18%, 3%
[34] O=C(CSc1nnc(CNC(=O)C23CC4CC(CC(C4)C2)C3)n1-c1ccccc1)Nc1ccccc1
    ?, 4%, -4%, 9%, -4%[10 µM], -4%, -8%, 1%
[35] C=CCNC(=O)CSc1nnc(-c2ccccn2)n1Cc1ccccc1
    -7%, 1%, 3%, -3%, 10%, i, 3%, -1%
[36] CCCCOc1ccc(CNC(=O)c2ccc(NC(=O)N3CCCCc4ccccc43)cc2)cc1
    nt, 3%, 1%, -3%, nt, nt, -1%, 1%
[37] O=C(NC1CCCCCC1)C(=S)NCCc1ccccc1
    16%, -9%, -5%, 2%, -44%, i, -3%, -1%
[38] Cc1cc(NC(=O)CCc2ccc(C)o2)no1
    -6%, -15%, -3%, 3%, -5%, -4%, 1%, 0%
[39] Cc1ccc(C2CC(C(F)(F)F)n3ncc(C(N)=O)c3N2)cc1 (centres undefined)
    -7%, 9%, -1%, -14%, -8%, i, 1%, 2%
[40] CCn1cc(/C=N\NC(=O)Cc2ccc([N+](=O)[O-])cc2)c(C)n1
    10%, 0%, 1%, 5%, nt, 1%, 6%, -3%
[41] O=C(COc1ccccc1F)NC12CC3CC(CC(C3)C1)C2
    nt, nt, -7%, -1%, -17%[10 µM], -11%, -1%, -1%
[42] Oc1ccccc1C(=S)N1CCN(c2cccc(Cl)c2)CC1
    -28%, -14%, -7%, -8%[53 µM], 26%[10 µM], -30%, -23%, -1%[53 µM]
[43] COc1cc(CC(CC(=O)O)CC(C)OCc2ccccc2)cc(OC)c1 (centres undefined)
    4%, 7%, 1%, 1%[53 µM], 19%[10 µM], -10%, 14%, -2%[53 µM]
[44] COc1ccc(C)cc1NC1=C(Cl)C(=O)N(C2CCCCC2)C1=O
    ?, ?, -1%, -2%, -27%, -10%, -21%, -5%
[45] Cc1n[nH]c(C)c1C(=O)CC1(O)C(=O)N(CCc2ccccc2)c2ccc(Cl)cc21 (centres undefined)
    0%[11.4 µM], ?, 7%, -1%, -8%, -2%, -10%, -6%
[46] CC[C@H]1[C@@H]2C=C[C@@H]3[C@H]4C/C=C\C(=O)NCCC[C@@H]5NC(=O)C(=C5O)C(=O)CC[C@@H]4C[C@@H]3[C@H]2C[C@H]1C
    nt, -1%, -7%, -4%&2%, -184%[inhibitor], -8%, -4%, 0%&-8%
[47] COC(=O)c1ccc(Oc2nc(NC(C)(C)C)nc(N3CCOCC3)n2)cc1
    -10%, -2%, -4%, -7%, -39%, 2%, 1%, -2%
[48] COc1ccc(/C=C/C(=O)Nc2c(C)nn(C)c2C)cc1COc1ccc(Cl)cc1Br
    1%, -9%, ?, -5%, 5%[10 µM], -1%, -7%, -3%
[49] Cc1nn2c(N3CCOCC3)c3c(nc2c1-c1ccccc1)CCCC3
    2%, -22%, 5%, -3%, -16%[0.074 µM], -1%, -28%, 3%
[50] Cc1ccccc1/C=N/NC(=O)Cc1ccc(Cl)cc1
    nt, -1%, -8%, -4%, 22%, -8%, -8%, -2%
[51] COc1ccc(/C=C(/C#N)c2cccnc2)cc1OC
    -2%, -10%, -7%, -3%, nt, ?, -8%, -3%
[52] COc1cc(C2C(=O)N(C3CCCC3)CC(=O)N2Cc2ccco2)ccc1OC(C)C (centres undefined)
    -3%, -10%, 1%, 4%, -17%, -5%, -3%, -5%
[53] CC(=O)N(C)c1ccc(NC(=S)Nc2ccccc2)cc1
    4%, 2%, 5%, -2%, 6%[10 µM], -12%, 5%, -5%
